Compound activity: PubChem, National Center for Advancing Translational Sciences (NCATS)
SW480 rerep – A quantitative high throughput screen for small molecules that induce DNA re-replication in SW480 colon adenocarcinoma cells; SW480 DNA re-replication, Hoechst DNA content imaging, 48 h; Potency, µM (top dose mostly 46.1 µM), for the others: top-dose re-replication activation, hits mostly activators; 340,000 compounds, 1.8% hits; AID 624297, 2012; further: potency means the concentration at half of the fitted maximal effect; % of control where 0% means no effect; nearly all actives have a fitted effect of over 55% in size
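First, 250 cells per well were seeded. Next, compound or vehicle (23 nL) was pinned in, plates sat 48 hr at 37 C. Finally Hoechst was added for 40 min before fluorescence scanning.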
KB-3-1 cytotox – qHTS assay for MDR1-selective chemotherapeutics: Primary screen using the parental adenocarcinoma cell KB-3-1 | Potency, µM (top dose mostly 46.1 µM), for the others: at the top dose activity change, negative = cytotoxic, usual class: cytotoxic | AID 1347075, 2019 | 400,000 compounds, 1.4% hits | KB-3-1 viability, CellTiter-Glo ATP luminescence, 72 h; further: potency means the concentration at half of the fitted maximal effect; on the % scale 0 is the no-effect control and ±100 the full control effect; nearly all actives have a fitted effect of over 60% in size
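KB-3-1 cells, DMEM (no phenol red) + 10% FBS; compound by pin transfer, 72 h, 37 °C. Readout: CellTiter-Glo luminescence after 10 min. Data normalized, curve-fitted.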
IL1B secr inh – qHTS for Inhibitors of Inflammasome Signaling: IL-1-beta AlphaLISA Primary Screen; activity change, % at 57.5 µM; 360,000 compounds, 4.7% hits; THP-1 LPS/ATP IL-1B secretion, AlphaLISA, 16 h; hits give low values; in the data active means activity change below about -50%; inconclusive means mostly about -30% to -49%; further: on the % scale 0 is the no-effect control and ±100 the full control effect
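THP-1 cells pretreated 1 hr with compounds (up to 57.5 uM final), then stimulated with LPS (250 ng/mL final) plus ATP (1.25 mM final); secreted IL-1B measured by AlphaLISA after 16 hr, decreased signal indicating inhibition.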
ATXN2 expr inh – Primary qHTS for Inhibitors of ATXN expression; HEK-293 ATXN2-luciferase reporter, luminescence, 24 h; Potency, µM (top dose mostly 57 µM), without a hit: at the highest dose activity change, negative = inhibition, most hits filed as inhibitors; 360,000 compounds, 0.72% hits; AID 1745845, 2022; further: potency means the concentration at half of the fitted maximal effect; on the % scale 0 is the no-effect control and ±100 the full control effect; nearly all actives have a fitted effect of over 55% in size
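ATXN2-luciferase reporter cells (luciferase flanked by upstream and downstream ATXN2 gene portions) were treated 24 h at 37 °C with compounds at up to 57 uM. SteadyGlo luminescence gave expression; GF-AFC fluorescence gave viability.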
HT1080 IDH1KD tx – qHTS for induction of synthetic lethality in tumor cells producing 2HG: qHTS for the HT-1080-IDH1KD cell line; 360,000 compounds, 2% hits; Potency, µM (titrated, usually from 46.1 µM), for the others: at the top dose activity, negative = toxicity, most hits filed as cytotoxic; HT-1080 IDH1 knockdown viability, ATP luminescence, 48 h;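 further: potency means the concentration at half of the fitted maximal effect; 0% = DMSO wells and -100% = cell-free medium wells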
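In this qHTS, HT-1080 cells depleted of IDH1 are exposed for 48 h at 37 °C to compound titrations. Toxicity is scored from CellTiter-Glo luminescence, with DMSO as full viability and medium alone as none.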
HT1080-NT tox – qHTS for induction of synthetic lethality in tumor cells producing 2HG: qHTS for the HT-1080-NT fibrosarcoma cell line; HT-1080-NT fibrosarcoma viability, CellTiter-Glo ATP luminescence, 48 h; Potency, µM (titrated, usually from 46.1 µM), without a hit: top-dose activity, negative = less viability, actives largely listed as cytotoxic; 360,000 compounds, 1.6% hits;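 further: NT is the 2HG producing partner of a matched IDH1 knockdown line; potency means the concentration at half of the fitted maximal effect; 0% = DMSO-treated cells and -100% = media-only wells without cells; nearly all actives have a fitted effect of over 55% in size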
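Viability of the 2HG-overproducing fibrosarcoma line after 48 hours of compound exposure at 37 degrees C was determined by luminescence with CellTiter-Glo, and concentration-effect curves were then fitted and categorized.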
MCF10A rereplic – A quantitative high throughput screen for small molecules that induce DNA re-replication in MCF 10a normal breast cells | MCF 10A DNA re-replication, Hoechst nuclear intensity, 48 h | Potency, µM (doses to about 46.1 µM), inactives show at the highest dose activity, positive = re-replication, most hits filed as activators | 350,000 compounds, 2.9% hits; further: potency means the concentration at half of the fitted maximal effect; % of control where 0% means no effect; nearly all actives have a fitted effect of over 50% in size
S2 tox – Viability Counterscreen for Primary qHTS for Inhibitors of ATXN expression | S2 cells (HEK-293 line with an ATXN2-luciferase reporter) viability, CellTiter-Fluor protease fluorescence, 24 h | Potency, µM (doses to about 56.7 µM), usual class: cytotoxic | 400,000 compounds, 0.49% hits; further: potency means the concentration at half of the fitted maximal effect; nearly all actives have a fitted effect of over 40% in size
KB-V1 cytotox – qHTS assay for MDR1-selective chemotherapeutics: Primary screen using the drug-selected MDR subline cells KB-V1. KB-V1 MDR cells viability, CellTiter-Glo, 72 h. Potency, µM (titrated, usually from 46.1 µM), without a hit: at the highest dose activity change, negative = cytotoxicity, usual class: cytotoxic. 400,000 compounds, 3.4% hits. AID 1347076, 2019; further: potency means the concentration at half of the fitted maximal effect; on the % scale 0 is the no-effect control and ±100 the full control effect; nearly all actives have a fitted effect of over 60% in size
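Cells of the MDR subline KB-V1 are plated, dosed with compound at multiple concentrations, and incubated 72 h at 37 degrees C; CellTiter-Glo is then added and luminescence read after 10 min.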
* marks the source's active call; other numbers are inactive results; i = inactive; u = inconclusive; x = no result given; & = joins results of further samples; [ ] = another dose, or the depositor's remark. Unless noted, the call rests on the fitted dose curve; in most records, active means well fitted curve in the direction sought with a large enough effect; inconclusive means small, poorly fitted or top-dose-only effect, or another doubt; inactive means no such curve, though single readings can be large; an effect the other way counts as inactive or inconclusive.

SMILES	SW480 rerep	KB-3-1 cytotox	IL1B secr inh	ATXN2 expr inh	HT1080 IDH1KD tx	HT1080-NT tox	MCF10A rereplic	S2 tox	KB-V1 cytotox
O=C(O)c1ccccc1C(=O)N1N=C2/C(=C/c3cccc([N+](=O)[O-])c3)CCCC2C1c1cccc([N+](=O)[O-])c1 (stereo unspecified)	0%	2%	-7	18%	5%	-19%	15%	i	-1%
COC(=O)CSc1nnc(CNc2ccc(Cl)cc2)n1Cc1ccccc1	-5%	-4%	5	0%	9%	10%	1%	i	-5%
O=C(Nc1ccc(F)cc1)C1CCCN1S(=O)(=O)c1ccc(Br)cc1 (stereo unspecified)	0%	-1%	-8	-13%	0%	1%	13%	i	-3%
CCCN(CCC)C(=O)CSc1nc2ccccc2c(=O)n1C1CCCC1	22%	1%	0	-7%	u	-2%	u	i	7.3µM*
N/C(=N\OC(=O)c1ccccc1Cl)c1cccc([N+](=O)[O-])c1	4%	-3%	11	x	9%	18%	0%	i	-3%
O=C(CSCc1ccc(F)cc1)Nc1ccc(N2CCOCC2)cc1N1CCOCC1	2%	9%	-18	5%	1%	0%[9.24 µM]	-3%	i	-3%
N#Cc1cn(Cc2ccncc2)c(=O)[nH]c1=O	-7%	2%	-2	16%	1%	-6%	1%	i	-3%
N#C/C(=C\c1c(N2CCCCCC2)nc2ccccn2c1=O)C(=O)NC1CCS(=O)(=O)C1 (stereo unspecified)	-6%	-13%	-11	2%	-12%	3%	1%	i	-15%
Cc1ccc(S(=O)(=O)CCC(=O)Nc2nc(C(C)(C)C)cs2)cc1	24%	u	29	-23%	u	-20%	u	i	1%
Cc1ccc(N2CC(C(=O)Nc3nnc(SCC(=O)NCC4CCCO4)s3)CC2=O)cc1 (stereo unspecified)	-2%	21%	-8	8%	10%	16%	3%	i	17%

Reformatted bar-delimited: part of the list above
canonical_smiles | SW480 rerep | KB-3-1 cytotox | IL1B secr inh | ATXN2 expr inh | HT1080 IDH1KD tx | HT1080-NT tox | MCF10A rereplic | S2 tox | KB-V1 cytotox
N#C/C(=C\c1c(N2CCCCCC2)nc2ccccn2c1=O)C(=O)NC1CCS(=O)(=O)C1 (stereo unspecified) | -6% | -13% | -11 | 2% | -12% | 3% | 1% | i | -15%
O=C(CSCc1ccc(F)cc1)Nc1ccc(N2CCOCC2)cc1N1CCOCC1 | 2% | 9% | -18 | 5% | 1% | 0%[9.24 µM] | -3% | i | -3%
O=C(Nc1ccc(F)cc1)C1CCCN1S(=O)(=O)c1ccc(Br)cc1 (stereo unspecified) | 0% | -1% | -8 | -13% | 0% | 1% | 13% | i | -3%

The listing continues:
SMILES	SW480 rerep	KB-3-1 cytotox	IL1B secr inh	ATXN2 expr inh	HT1080 IDH1KD tx	HT1080-NT tox	MCF10A rereplic	S2 tox	KB-V1 cytotox
CCN(CC)CCCNc1nc2ccccc2c2[nH]c3ccc(OC)cc3c12	u	u	-98*	u	21µM*	u	13%	6µM*	16µM*
CCCn1c(CCC(=O)Nc2ccccc2Cc2ccccc2)nc2cc(S(=O)(=O)N3CCOCC3)ccc21	-5%	-10%	-8	-5%	-4%[9.24 µM]	-24%	-1%	i	u
Cc1cccc(NC(=O)COC(=O)CCc2c[nH]c3ccccc23)c1	-13%	-4%	0	1%	4%	4%[9.24 µM]	3%	i	u
C/C(=N\Nc1ncc(Cl)cc1Cl)c1ccc(S(=O)(=O)NCc2ccco2)cc1	16%	u	-9	37%[activator]	-12%	-19%	u	i	2.1µM*
O=C(CSc1ccc2ccccc2n1)N1CCC(c2noc3ccc(F)cc23)CC1	9%	-14%	u	-19%	-19%	-27%	u	i	9.2µM*
Cc1ccc(-c2csc(NC(=O)N3CCOCC3)n2)cc1	-12%	3%	-24	-4%	u	-2%	3%	i	u
CN(C)c1ccc(NC(=O)CN2C(=O)c3ccccc3C2=O)cc1	-11%	2%	7	-3%	6%	2%	0%	i	0%
Cn1c(N)c(C(=O)N2CCN(c3ccccc3)CC2)c(=O)n(C)c1=O	x	0%	10	x	1%	3%	x	i	16%
CCOc1ccccc1C(=O)NN1C(=O)C2CCCCC2C1=O (stereo unspecified)	-1%	0%	6	5%	1%	-3%	-10%	i	3%
COc1ccc(N2CCN(c3nc4c(c(=O)n(C)c(=O)n4C)n3Cc3ccccc3)CC2)cc1	-3%[9.22 µM]	-14%	-10	-23%	-1%	-17%	17%	i	u
N#Cc1ccc(NC(=O)Nc2ccc(Oc3ccc(NC(=O)Nc4ccc(C#N)cc4)cc3)cc2)cc1	7%	-18%	-80*	u	-15%	-20%	u	u	19%
CCOC(=O)[C@]12CCC=C1N(CCC1=CCCCC1)C(=O)[C@H](CC(=O)N1CCCC1)C2	x	5%	26	-12%	9%	18%	x	i	u
C[C@H](CO)N1C[C@H](C)[C@@H](CN(C)S(=O)(=O)c2ccc(F)cc2)Oc2c(NC(=O)CCC(F)(F)F)cccc2C1=O	2%	10%	u	10%	6%	16%	-6%	i	0%
COc1ccc(NC(=S)N(CCc2c(C)[nH]c3ccccc23)Cc2ccco2)cc1	5%	7%	u	u	-19%	-8%	7%	i	7%
O=S(=O)(c1ccccc1)N1CCN=C1SCc1c(F)cccc1Cl	19%	x	8	9%	-4%	-1%	3%	i	x
c1ccc(C2=Nn3c(nnc3-c3cccnc3)SC2)cc1	1%	0%	0	23%	0%	-2%[9.24 µM]	13%	i	-1%
Cc1ccc(C(=O)Nc2ccc(N3CCN(C(=O)c4ccco4)CC3)cc2)c(Cl)c1	23%	-12%	u	-29%	-25%	-18%	24%	i	u
N#Cc1ccc(-c2ccc(OCC(O)CN3CCCCC3)cc2)cc1 (stereo unspecified)	u	0%	u	-28%	u	-4%	u	i	-6%
COc1cc(C(=O)Oc2ccc(/C=N/NC(=O)c3ccncc3)cc2)cc(OC)c1OC	-10%	0%	6	-1%	-12%	-19%	0%	i	29%
O=C1c2ccccc2C(c2nnnn2-c2ccc3c(c2)OCCO3)N1Cc1cccc(F)c1 (stereo unspecified)	x	7%&1%	52&-3	-6%&2%	11%&3%	6%&8%	x	i	u
COc1ccccc1Oc1c(NS(=O)(=O)c2ccc(C(C)(C)C)cc2)nc(-c2ncccn2)nc1OCCO	-2%	x	x	-5%	x	x	15%	i	x
O=C(O)CN1C2=NCCCN2c2ccccc21	u	1%	21	-17%	19%	19%	-46%[inhibitor]	i	0%
COc1cccc(N2CC34C=CC(O3)C(C(=O)O)C4C2=O)c1 (stereo unspecified)	-1%	-4%	-6	-18%	6%	11%	1%	i	6%
CC[C@]1(C(=O)OC)[C@H]2C(=O)N(C)C(=O)[C@H]2[C@H]2CN(C)C(=NCc3ccccc3)N21	0%	10%	5	10%	9%	16%	-7%	i	-2%
COc1ccccc1-c1noc(-c2ccc(N3CCN(c4ccccc4)CC3)c([N+](=O)[O-])c2)n1	x	4%	x	4%	x	x	x	i	-3%
COCCNc1nc2c(S(=O)(=O)c3ccc(C)c(C)c3)nnn2c2ccc(Cl)cc12	x	4%	x	5%	x	x	x	i	14%
Cn1c(=O)[nH]c(=O)c2c1nc(CN1CCN(c3ccccc3F)CC1)n2CCCc1ccccc1	15%	2%	-18	-8%	3%	3%	-2%	i	u
O=C(CN1CCOCC1)Nc1ccccc1-c1ccccc1	1%	1%	-2	-1%	3%	7%	10%	i	u
CCOC(=O)N1CCN(c2c(NC3CCN(Cc4ccccc4)CC3)c(=O)c2=O)CC1	-3%	-3%	-12	u	-3%	0%	14%	u	5%
C[C@@H]1CN([C@@H](C)CO)C(=O)Cc2cc(NC(=O)Nc3cccc4ccccc34)ccc2O[C@@H]1CN(C)S(C)(=O)=O	3%	5%	28	11%	1%	1%	u	u	2%
Cc1cc(C)cc(NC(=O)Nc2cc(-c3ccccc3)nn2C)c1	0%	u	26	22%	-29%	-22%	u	i	u
COc1cccc(COc2ccc3c(C)c(Cc4ccccc4)c(=O)oc3c2)c1	-6%[9.22 µM]	-11%	4	10%	1%	3%	15%	i	u
COc1cc(/C=C2/C(=O)N(C)C(=S)N2C)ccc1OCc1cccc(F)c1	u	1%	-12	6%	15%	8%	u	i	25%
C[n+]1ccccc1C1CCCC/C1=N\Nc1ccc([N+](=O)[O-])cc1[N+](=O)[O-] (stereo unspecified)	-58%[inhibitor]	0%	0	-8%	-1%	-5%	13%	i	3%
CCS(=O)(=O)c1nc(S(=O)(=O)c2ccc(Cl)cc2)c(NCCOC)s1	-1%	-1%	-2	5%	-6%	5%	-26%	i	-5%
COc1ccccc1NC(=O)CCc1c(C)[nH]c(=O)c(C#N)c1C	-10%	11%	-11	-5%	-3%	4%	1%	i	u
CCCC(c1nnnn1CCc1ccccc1)N1CCC(C(N)=O)CC1 (stereo unspecified)	1%	1%	-15	-10%	-1%	-4%	0%	i	4%
CCOCCOC(=O)c1[nH]c2c(c1C)C(=O)CC(c1ccc(N(C)C)cc1)C2 (stereo unspecified)	u	u	2	-19%	u	1%	u	i	u
COc1ccccc1OCCNC(=O)CCS(=O)(=O)c1ccccc1	0%	-2%	3	5%	19%	15%	2%	u	-38%
COC(=O)c1[nH]c2cc(OC)ccc2c1NC(=O)c1ccc2c(c1)OCO2	-2%	18%	-18	-17%	0%	0%	u	i	-2%
COc1cc(/C=C/C(=O)NC(C)CCc2ccccc2)cc(OC)c1OC (stereo unspecified)	1%	0%	0	2%	-8%	-7%	u	i	-3%
